PRMT1 inh: PRMT1 (human) inhibition, primary screen. inhibition, % at 2.79 µM. recombinant PRMT1, activity-based probe fluorescence polarization. 1.3% of 370,000 active. Q99873;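 active means inhibition above about 21% made by adding two undisclosed values, limit read from the data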
PG9 binder: PG9 antibody binding by small molecule | TR-FRET gp120-PG9 antibody binding | inhibition, % at 6.7 µM | 0.43% of 360,000 active; in the data active means inhibition above about 8.5%
TCR CD3 inh: inhibitors of human TCR-CD3 interaction. 0.37% of 360,000 active. inhibition, % at 9.4 µM. TAMRA-labeled TCR probe fluorescence, biochemical. AID 651800; in the data active means inhibition above about 19%;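 further: recombinant mutant TCR 2C K166C tagged with TAMRA read by polarization; 0% = receptor in buffer alone and 100% = receptor with positive control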
ABHD4 inh: inhibits mouse alpha/beta hydrolase domain 4; Q8VD66; purified mABHD4, FP-Rh probe fluorescence polarization; inhibition, % at 8.92 µM; 0.54% of 370,000 active; AID 720543;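 active means inhibition exceeding the mean over every tested compound plus 3 SD, cut at about 30% in these data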;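 further: 0% = plate median of compound wells and 100% = S159A mutant with DMSO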
Target sequence (Q8VD66 whole entry, looked up, the tested form may be a part): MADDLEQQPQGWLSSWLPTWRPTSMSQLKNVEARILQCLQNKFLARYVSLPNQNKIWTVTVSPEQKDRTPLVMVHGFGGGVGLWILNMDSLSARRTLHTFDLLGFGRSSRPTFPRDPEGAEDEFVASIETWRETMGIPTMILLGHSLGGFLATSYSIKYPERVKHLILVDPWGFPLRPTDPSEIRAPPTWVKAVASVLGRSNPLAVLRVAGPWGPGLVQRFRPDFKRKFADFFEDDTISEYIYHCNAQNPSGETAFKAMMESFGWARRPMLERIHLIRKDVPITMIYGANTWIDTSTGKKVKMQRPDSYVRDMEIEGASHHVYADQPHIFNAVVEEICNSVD
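Doses – 8.92 µM, single dose · Material – wild-type mouse ABHD4 protein · Replication – single well per compound (singlicate) · Measure – percent inhibition of probe binding, normalized to plate controls · Schedule – 45 min compound pre-incubation plus 60 min probe step, 25 °C · Detection – fluorescence polarization with parallel and perpendicular emission, 525/598 nm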
HTRA1 inhibitor: HTRA1 (human) protease inhibition | Q92743 | recombinant HTRA1, FP-rhodamine activity-based probe, fluorescence polarization | inhibition, % at 5.96 µM | 0.5% of 340,000 active | AID 504803; in the data active means inhibition above about 36%;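 further: 0% = enzyme with DMSO and 100% = wells lacking enzyme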
Target sequence (Q92743 whole entry, looked up): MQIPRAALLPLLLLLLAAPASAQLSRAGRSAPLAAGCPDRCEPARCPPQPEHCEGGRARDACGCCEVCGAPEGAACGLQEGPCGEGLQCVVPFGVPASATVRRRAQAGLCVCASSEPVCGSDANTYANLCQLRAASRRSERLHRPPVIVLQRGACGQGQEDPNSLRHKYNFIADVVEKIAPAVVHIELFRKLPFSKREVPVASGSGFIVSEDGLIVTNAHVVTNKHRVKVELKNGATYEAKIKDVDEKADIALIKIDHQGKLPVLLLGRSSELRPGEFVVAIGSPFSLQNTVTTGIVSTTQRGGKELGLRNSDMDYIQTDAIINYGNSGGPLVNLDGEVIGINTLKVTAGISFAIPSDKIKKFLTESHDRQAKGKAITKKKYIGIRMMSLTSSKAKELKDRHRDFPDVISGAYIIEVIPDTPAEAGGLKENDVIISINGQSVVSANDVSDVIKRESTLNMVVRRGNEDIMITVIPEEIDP
UHRF1 MBD2 ctr: blocks human UHRF1 binding to methylated DNA; UHRF1 binding to methylated oligo, TR-FRET; inhibition, % at 4.4 µM; 0.75% of 370,000 active; AID 687016; in the data active means inhibition above about 21%;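 further: UHRF1 SRA domain binding a hemimethylated CpG hairpin DNA probe; 0% = median of test compound wells and 100% = reference inhibitor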
LEDGF integ inh: blocks HIV-1 LEDGF/p75-dependent DNA integration. 0.64% of 370,000 active. TR-FRET IN-LEDGF/p75 DNA integration, Eu/Cy5. inhibition, % at 3.7 µM;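 active means inhibition above the screen-wide mean plus 3 SD, cut at about 13% in these data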;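 further: signal is the Cy5 over europium emission ratio at 671 and 618 nm; 0% = plate median of compound wells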
SIAE primary: blocks human sialic acid acetylesterase; Q9HAT2; SIAE FP-Rh probe binding, fluorescence polarization; inhibition, % at 9.66 µM; 0.69% of 370,000 active; AID 1053197;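 active means inhibition above a cutoff: mean of compounds within the control limits plus 3 SD of those, cut at about 17% in these data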;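 further: 0% = plate median of compound wells and 100% = probe without SIAE protein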
DDE Tn7 FP inh: inhibitors of Tn7 peptide binding to human fibrin DD(E); P02675; AID 720508; FP displacement of FITC-Tn7 peptide from fibrin DD(E); 0% = median of compound wells per plate; inhibition, % at 8.3 µM; 0.13% of 370,000 active;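 active means inhibition above the mean of compounds falling within the control limits plus 3 SD of them, cut at about 14% in these data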;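 further: 0% = plate median of compound wells and 100% = 10 µM Aha-Tn7 peptide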
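Assay system: Fibrin-DD(E) protein isolated from polymerized human fibrin clots; read-out basis: percent inhibition; medium: Tris/NaCl/CaCl2 buffer, pH 7.8; signal: FP measurement; incubation: 10 min plus 3 h, room temperature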
TDP2 inh: TDP2 (human) inhibition, absorbance primary screen. 0.34% of 370,000 active. O95551. recombinant TDP2, T5PNP hydrolysis, p-nitrophenol absorbance 415 nm. AID 720702. inhibition, % at 12.8 µM;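 active means inhibition above the mean of all tested compounds plus 3 SD, set per campaign, cut at about 25% in these data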;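 further: 0% = DMSO with enzyme and 100% = buffer with substrate but no TDP2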
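Test system: human TDP2 enzyme; Input: 120 nM TDP2 per well; Buffer or medium: Mg2+-containing Tris-HCl buffer, pH 7.5; Reagent: 5 mM T5PNP; Dosing: 12.8 µM single point, 1% DMSO; Incubation: reaction 2 h, 37 °C; Detection: p-Nitrophenol epi absorbance; Read-out: % inhibition relative to enzyme-containing and enzyme-free wells; Replicates: single well per compound.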
The depositor's hits bear a star; x = not tested or not shown. Rows were taken by chance; about 4.2% have a hit in one of these screens.

SMILES	PRMT1 inh	PG9 binder	TCR CD3 inh	ABHD4 inh	HTRA1 inhibitor	UHRF1 MBD2 ctr	LEDGF integ inh	SIAE primary	DDE Tn7 FP inh	TDP2 inh
Cc1ccc(NC2=CC(=O)CC(C)(C)C2)cc1Cl	-3	-2.7	4	-1	4	-4	-1	20*	2	12
CCCCn1c(O)c2n(c1=O)Cc1ccccc1N=C2c1ccccc1	-9	-1.9	-1	7	x	-4	7	1	0	0
O=C(NCCc1ccc(Cl)cc1)C1CCN(c2ncccn2)CC1	4	-0.7	1	7	3	4	2	-5	5	-7
FC(F)Sc1ccc(Nc2ncnc3nc[nH]c23)cc1	35*	3.8	-3	-21	-2	3	5	6	0	-2
N#CC1=C(N)Oc2c(oc(CO)cc2=O)C12C(=O)Nc1ccc(Cl)cc12 (configuration not stated)	-2	1.1	-6	-2	6	5	1	1	-4	-14
O=S(=O)(c1cccs1)N1CCCc2nc(-c3ccccc3)ccc21	2	-1.1	-2	-7	x	0	0	1	8	4
O=c1[nH]c(Nc2ccccc2)cc2cc(Br)ccc12	12	-2.1	-2	22	5	10	35*	7	3	83*
CC1CCN(C(=O)COC(=O)CNC(=O)c2ccccc2F)CC1	0	2.6	-5	-1	3	-2	2	4	1	-2
CCn1c(C2CCN(Cc3ccccc3)CC2)n[nH]c1=S	-4	-1.6	5	1	1	-2	4	3	-1	-2
Cc1nc2c3ccccc3nc(NNC(=O)CCC(=O)N3CCCC(C)C3)n2n1 (configuration not stated)	-2	-1.5	10	5	5	1	3	19*	-2	13
Cc1ccc(S(=O)(=O)NNC(=O)Nc2cccc3ccccc23)cc1	2	-3.5	-6	-2	3	5	-2	-1	6	-5
CC(Sc1nc2ncc(Cl)cc2[nH]1)C(=O)NC1(C#N)CCCCC1 (configuration not stated)	1	0.5	7	3	-6	-1	-4	-1	8	14
CCc1ccc(-c2nn[nH]n2)cc1	-2	-1.6	3	-1	-2	-2	3	0	1	6
c1ccc2c(c1)ncn2CCOCCOCCn1cnc2ccccc21	2	1.7	6	0	3	0	-3	-6	-5	-3
CCCCN(C)CCCN1C(=O)C2C(C(=O)Nc3cccc(OC)c3)C3C=CC2(O3)C1C(=O)NC1CCCCC1C (configuration not stated)	0	-1.2	0	-6	-2	1	4	2	-2	-4
COc1ccc(CN2CCc3ccccc3C2)c(OC)c1OC	-2	0.7	5	12	-1	-1	3	1	-7	11
CC(C)C[C@@H](CCCc1ccccc1)CCC(=O)N(c1ccccc1)c1ccccc1	0	x	x	-4	x	1	0	-6	1	3
O=C(CCN1CCCCC1)c1ccccc1	1	-0.7	9	1	3	-1	2	11	-1	-5
Cc1cc(=O)[nH]c(N/N=C/c2ccc(N(C)C)cc2)n1	2	-24	-8	0	3	0	0	6	0	2
COc1ccc(S(=O)(=O)NCc2ccncc2)cc1NC(=O)c1ccc(Cl)cc1	-1	-1.1	1	-1	-7	-1	-1	4	6	-9
COc1ccc(C(=O)Nn2c(SCC(=O)NC3CCCCC3)nc3ccccc3c2=O)cc1	0	0.4	2	-1	-1	-4	6	2	1	2
CCOC(=O)c1c(CN(CC)CC)oc2cc(Br)c(O)cc12	-2	1.0	9	1	-9	0	-1	2	3	3
CC(C)CN1CCC(=O)N(CCO)CC1	-2	0.7	7	2	0	2	-3	-3	-4	3
O=C(CN(Cc1ccccc1)C(=O)CCl)c1cccc(Br)c1	-2	0.3	0	-1	-9	-3	1	3	1	1
Cc1cnc(NC(=O)CC2OC(=O)c3ccccc32)s1 (configuration not stated)	2	-1.7	1	-3	1	4	-2	3	-1	-9
CC(C)N1C(=O)C(Cc2nc3ccccc3c(=O)n2-c2ccccc2)c2ccccc21 (configuration not stated)	0	-1.0	13	-3	-2	-1	-2	-6	-1	-18
O=C(CCn1[nH]c(=O)c2ccccc2c1=O)N1CCOCC1	-2	0.7	-8	1	1	0	-3	-4	5	-7
Cc1ccc(-c2c(C(=O)c3ccccc3)[nH]c(N)c2C(=O)NCCc2c[nH]c3ccccc23)cc1	-2	0.2	10	18	x	-4	-3	10	5	-2
CN1CCN(CC(O)(c2ccc(Cl)cc2)c2ccc(Cl)cc2)CC1	-3	1.5	13	14	4	2	-1	1	4	-2
CC(C)[C@@H](COc1ccccc1)N1CCN(Cc2ccccc2)CCC1=O	-2	-0.2	9	3	-3	-4	-1	-2	-2	0
Cc1ccc(-c2nnn(CC(=O)N(CCCO)C(C(=O)NC3CCCC3)c3ccc(F)cc3)n2)o1 (configuration not stated)	3	0.5	-10	-1	-3	-1	-3	0	3	1
COc1ccc(N2CCC(CNC(=S)Nc3c(C)cccc3C)C2)cc1 (configuration not stated)	8	-7.4	-6	9	17	-3	-10	1	3	-7
Cc1cccnc1NS(=O)(=O)c1cccc([N+](=O)[O-])c1	-1	-1.8	4	0	1	0	3	7	-6	-15
COc1ccc(S(=O)(=O)N2CCCCC2)cc1NC(=O)Cc1cccc(C(F)(F)F)c1	-2	0.0	-1	-1	-5	-1	0	-3	2	-11
COc1nc2c(C)cccc2cc1-c1noc(-c2ccco2)n1	-2	6.2	6	-7	-18	1	4	-7	1	-14
CN1CCC(OC(=O)COc2ccccc2)CC1	-3	0.5	4	9	-6	-3	1	-1	-2	-6
O=C(CN1CCNCC1)Nc1ccc(Oc2ccccc2)cc1	-3	-2.3	5	6	-2	0	-3	-4	7	-10
CN(Cc1ccccc1)C(=O)CCC1CCN(C(=O)c2ccco2)CC1	7	-0.8	-2	-12	3	6	-3	-3	-1	-4
CC(C)(CNC(=O)/C=C/c1ccc(F)cc1)CNC(=O)/C=C/c1ccc(F)cc1	2	-0.9	-4	-11	-45	1	-1	-21	2	-9
CC(C)(C)C1(c2ccccc2)NC(=O)N(CC(=O)N2CCOCC2)C1=O (configuration not stated)	-3	-1.6	-8	-1	-2	5	2	-2	2	3
CC(C)C(=O)Nc1cccc(-c2csc(-c3ccccc3)n2)c1	-4	-0.5	7	-31	-29	0	0	-12	1	3
CC1(C)Cc2cccc(OCC(=O)OCC(=O)c3ccccc3)c2O1	-2	-1.3	-1	2	-2	2	-1	-6	-5	12
CC(=O)NC(Cc1ccccc1C)C(=O)NC1CCN(C(=O)NCc2ccccc2)CC1 (configuration not stated)	1	0.4	2	-1	-4	-1	-1	-2	3	-5
O=C(COC(=O)/C=C/c1ccc(F)cc1)NCC1CCCO1 (configuration not stated)	-4	-0.5	0	-5	5	1	7	-3	-7	-3
COc1ccc(C2OCC3(O)C(c4ccc(OC)c(OC)c4)OCC23)cc1OC (configuration not stated)	-3	-2.6	0	4	3	-3	1	6	0	4
CC1CC(C)(C)CC2(C1)NC(=O)N(CC(=O)Nc1c(F)cccc1F)C2=O (configuration not stated)	-2	-1.1	-3	2	-3	-3	1	-1	-1	-5
CC1CCCC(C)N1C(=O)Nc1cccc(Cl)c1 (configuration not stated)	-2	-0.2	3	-4	-5	-2	-3	-4	2	-6
CCOC(=O)C1(C)C(=O)CC2c3nc4ccccc4cc3CN2C1=O (configuration not stated)	12	-1.8	4	4	-1	0	5	7	4	8
COc1ccc2c(c1)CC/C(=C\C=C\c1ccccc1OC)C2=O	12	0.9	-8	10	-34	1	2	-3	-12	0
COc1ccc(C2/C=C\CN(C(=O)Nc3ccccc3)CC(=O)N2Cc2ccc(F)cc2)cc1 (configuration not stated)	1	0.8	-2	6	-9	-4	0	1	7	-1
Cc1ccc(C(=O)OCC(=O)Nc2cc(C(C)(C)C)nn2-c2ccccc2)c(O)c1	-1	-1.4	4	-16	-25	0	3	-11	-2	-8
CCOC(=O)C(NC(=O)c1ccccc1Cl)(Nc1ccc(C(F)(F)F)cc1)C(F)(F)F (configuration not stated)	-1	0.3	2	8	-5	0	3	3	3	1
COC(=O)c1ccccc1NC(=O)CCCn1nc([N+](=O)[O-])cc1C	-3	0.6	3	1	-1	3	-2	-6	4	-8
C=C1C(=O)OC2C1CCC(C)=CCCC1(C)OC21 (configuration not stated)	4	0.7	-9	-1	x	0	-3	-6	7	1
CCc1nnc(NS(=O)(=O)c2ccc(NC(=O)c3cc(Cl)ccc3[N+](=O)[O-])cc2)s1	-5	-4.5	-3	1	-6	-4	9	2	-2	-7
CN(C)S(=O)(=O)c1cccc(-c2cn3cccnc3n2)c1	2	1.5	-3	4	4	7	-2	-5	-6	13
COc1ccccc1CN(Cc1cc2c(C)ccc(C)c2[nH]c1=O)Cc1nnnn1Cc1ccco1	37*	1.0	-6	6	-16	7	9	-5	6	-16
CC(=O)/C(=N/Nc1ccc(Br)cc1)Sc1cccc2cccnc12	0	-0.4	6	-4	-8	0	-5	-10	1	1
Cc1cccc(N2CC(C(=O)Nc3ccc(S(=O)(=O)N4CCOCC4)cc3)CC2=O)c1C (configuration not stated)	1	-1.2	5	-3	8	-3	-3	-8	1	-11
COc1ccc(NC(=O)c2cc(C(=O)Nc3ccc(OC)cc3OC)cc([N+](=O)[O-])c2)c(OC)c1	-1	0.8	-7	1	8	2	-2	-5	-1	-3
CC(C)(C)OC(=O)N1CCC(C(=O)Nc2cccc(C(=O)NCCCc3ccccc3)c2)CC1	2	0.2	-4	-4	-15	1	-5	-10	1	2
O=C1C(c2ccccc2)SC(=Nc2ccccc2)N1S(=O)(=O)c1ccccc1 (configuration not stated)	2	-1.9	8	5	0	-2	1	9	-7	3
CCOc1ccc(NC(=O)COC(=O)c2ccc3ncsc3c2)cc1OCC	0	-3.4	-1	0	-3	0	-3	3	5	7
